Source: PubChem BioAssay (Johns Hopkins Ion Channel Center)
MrgX1 ag – activates human MrgX1 receptor signaling. hit rate 0.44% among 310,000. AID 588627. MrgX1-HEK293 cells, Fluo-4 calcium fluorescence, agonist mode; active compounds read high. B-score at 10 µM;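 active = calcium response B-score plate-corrected fluorescence ratio at least 3 library SD, with starting fluorescence B-score inside 5 SD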
Target sequence (Q96LB2 whole entry, looked up): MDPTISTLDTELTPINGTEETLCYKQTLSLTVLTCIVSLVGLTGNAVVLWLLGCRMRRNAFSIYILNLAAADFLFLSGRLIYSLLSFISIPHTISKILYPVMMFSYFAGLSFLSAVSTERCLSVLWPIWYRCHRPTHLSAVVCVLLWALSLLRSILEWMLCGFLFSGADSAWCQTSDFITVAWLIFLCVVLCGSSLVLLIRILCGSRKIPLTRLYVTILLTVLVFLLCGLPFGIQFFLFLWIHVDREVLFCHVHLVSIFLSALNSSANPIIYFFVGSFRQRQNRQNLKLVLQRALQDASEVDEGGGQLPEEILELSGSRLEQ
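Material: HEK293 cells stably expressing human MrgX1 receptor | Quantity: 15,000 cells per well | Times: Cells plated overnight, dye loaded 0.5 h 37 °C, 0.5 h room temperature | Measured by: Kinetic Fluo-4 NW fluorescence of intracellular calcium | Control set: Positive and negative controls per plate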
ANO1 activ – activators or potentiators of mouse TMEM16A chloride channel; Q8BHY3; HEK293 TMEM16A/YFP-H148Q/I152L, iodide quench fluorescence; active compounds read low; B-score at 10 µM; hit rate 0.3% among 340,000;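 active = fluorescence-ratio B-score plate-corrected deviation score at least 3 library SD below zero, with starting fluorescence score within 5 deviations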;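 note: channel opened by trigger with iodide after compound preincubation; score built on the fluorescence ratio of max minus min over baseline; more negative score means more quench and so TMEM16A activation or potentiation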
TMEM16A inh – mouse TMEM16A channel inhibition, primary screen. Q8BHY3. normalized B-score (activity score, 25-100; higher = stronger inhibition) at 10 µM. hit rate 1.2% among 310,000. HEK293 TMEM16A/YFP iodide influx fluorescence, ionomycin;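 active = ratio plate-corrected score three or more library SD toward inhibition, starting fluorescence score within five deviations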;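 note: score derived from kinetic fluorescence span divided by baseline fluorescence per well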
RGS4 block – inhibitors of human RGS4 | P49798 | B-score at 10 µM | hit rate 0.45% among 310,000 | HEK293 M3R/RGS4 inducible, Fluo-4 calcium flux; active compounds read high; triggered by carbachol at its EC20 | AID 463165;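 active = B-score, a plate-corrected calcium signal, over three deviations above library mean, with baseline fluorescence within five deviations of library mean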;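 note: RGS4 expression induced by doxycycline in cells with stable M3 receptor; B-score is computed from the integrated fluorescence ratio over baseline after carbachol; higher B-score means a larger calcium signal and so more RGS4 inhibition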
hERG protect – compounds protecting human hERG from proarrhythmic drug block; CHO-hERG, FluxOR thallium flux, dofetilide IC70 present; AID 1511; hit rate 0.51% among 310,000; activation (rescue from dofetilide block), less the hit threshold, % at 10 µM; Q12809;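 active = activation above the mean of controls blocked by dofetilide plus 5 SD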;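 note: thallium influx through hERG after potassium depolarization seen as dye fluorescence rise; in these data hits start at about 4.7%; inactives centre near -7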
RGS4 act – RGS4 potentiation or activation | HEK293 M3R/inducible RGS4, carbachol calcium flux Fluo4; active compounds read low | B-score at 10 µM | hit rate 0.92% among 310,000;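 active = B-score of the integrated calcium signal more than 4 SD below the library mean, with starting fluorescence not abnormally high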;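 note: negative B-score means reduced calcium response which marks RGS4 activation or potentiation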
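Material: M3R-expressing HEK293 line, RGS4 induced by doxycycline | Schedule: Overnight RGS4 induction, 30 min dye load 37 °C, 20 min compound RT | Measured by: Fluo4 fluorescence kinetic imaging of calcium | Read-out: Integrated calcium ratio converted to B score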
KCNQ1 pot – potentiates or activates the human KCNQ1 potassium channel; P51787; CHO-K1 KCNQ1, thallium flux FluxOR fluorescence; active compounds read high; B-score at 10 µM; hit rate 0.35% among 310,000;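 active = fluorescence ratio B-score, a plate-corrected score, at least three library SD, with initial intensity B-score within 5 SD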
Target sequence (P51787 whole entry, looked up): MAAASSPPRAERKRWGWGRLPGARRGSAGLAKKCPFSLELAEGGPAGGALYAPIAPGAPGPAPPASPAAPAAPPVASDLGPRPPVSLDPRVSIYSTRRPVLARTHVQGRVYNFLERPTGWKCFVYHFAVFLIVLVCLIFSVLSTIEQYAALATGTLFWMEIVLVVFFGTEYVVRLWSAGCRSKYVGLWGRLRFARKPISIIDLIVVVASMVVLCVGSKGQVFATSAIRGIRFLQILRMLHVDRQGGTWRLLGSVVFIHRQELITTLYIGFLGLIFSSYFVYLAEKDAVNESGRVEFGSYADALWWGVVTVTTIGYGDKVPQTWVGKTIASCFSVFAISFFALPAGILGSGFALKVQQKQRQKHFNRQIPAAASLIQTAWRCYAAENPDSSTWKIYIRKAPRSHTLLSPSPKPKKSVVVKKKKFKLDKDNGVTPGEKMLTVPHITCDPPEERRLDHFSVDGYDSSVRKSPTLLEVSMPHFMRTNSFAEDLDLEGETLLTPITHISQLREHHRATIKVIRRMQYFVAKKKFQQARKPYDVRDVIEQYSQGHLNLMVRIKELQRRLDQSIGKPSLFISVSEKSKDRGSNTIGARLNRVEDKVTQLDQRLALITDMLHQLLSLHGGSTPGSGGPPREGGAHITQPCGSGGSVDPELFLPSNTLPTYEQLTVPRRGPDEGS
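Schedule – 37 °C overnight plating, 90-min dark dye load, 20-min compound pretreatment · System – stable KCNQ1 CHO-K1 line · Probe or stimulus – thallium- and potassium-containing depolarizing buffer · Measured by – kinetic FluxOR fluorescence, 10 s baseline plus 110 s post-stimulus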
KCNQ1 block – blocks the human KCNQ1 potassium channel; AID 2642; hit rate 1.3% among 310,000; CHO-K1 KCNQ1, FluxOR thallium flux fluorescence; active compounds read high; P51787; B-score at 10 µM;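 active = compounds whose thallium flux B-score, printed positive for inhibition, exceeds three library SD while starting fluorescence stays within three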;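 note: channel opened by potassium depolarization with thallium stimulus after 20 min compound exposure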
MrgX1 allo act – human MrgX1 positive allosteric modulation, primary screen; Q96LB2; MrgX1-HEK293, Fluo-4 calcium flux, FDSS; active compounds read high; B-score at 10 µM; hit rate 0.63% among 310,000; AID 588675;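 active = plate-corrected calcium response at least 3 library SD above typical, normal starting fluorescence, not activating the receptor alone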;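 note: compound read alongside a low EC10 to EC30 dose of BAM8-22 agonist; peak minus trough fluorescence over baseline measured at the second addition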
KCNK3 block – human KCNK3 channel inhibition, primary screen; hit rate 0.84% among 340,000; AID 602410; O14649; B-score at 10 µM; CHO-KCNK3 thallium flux, FluxOR fluorescence; active compounds read low;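 active = B-score under library mean minus 4 SD, starting fluorescence ratio at most library mean plus 5 SD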;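 note: more negative B-score means stronger inhibition of thallium flux through KCNK3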
KCNK9 block – human KCNK9 channel inhibition; Q9NPC2; HEK293 KCNK9, FluxOR thallium flux fluorescence; active compounds read low; B-score at 10 µM; hit rate 1.2% among 310,000; AID 488922;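 active = ratio B-score over 3 SD below the library mean, with starting fluorescence within 5 SD of its mean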;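 note: negative B-score means less thallium flux so channel inhibition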
* marks the source's active call; other numbers are inactive results; i = inactive; . = not tested or not shown.

Compound | MrgX1 ag | ANO1 activ | TMEM16A inh | RGS4 block | hERG protect | RGS4 act | KCNQ1 pot | KCNQ1 block | MrgX1 allo act | KCNK3 block | KCNK9 block
O=C(NCCc1ccc(Cl)cc1)c1cc(=O)[nH]c2ccccc12 | i | i | i | i | -2.1 | i | i | i | i | i | i
CCc1cccc(NC(=O)NC2CCCCC2)c1 | i | i | i | i | -11.9 | i | i | i | i | i | i
COc1ccc(C(=O)OCC(=O)Nc2ccc(Cl)c(C(F)(F)F)c2)c(OC)c1OC | i | i | i | i | -10.4 | i | i | i | i | i | i
Cc1ccc(C(=O)COC(=O)CCCC(=O)Nc2cc(C(F)(F)F)ccc2Cl)cc1C | i | i | i | i | -4.5 | i | i | i | i | i | i
CC(=O)NNS(=O)(=O)c1ccccc1[N+](=O)[O-] | i | i | i | i | -6.5 | i | i | i | i | i | i
Cc1c(C(=O)/C=C/N(C)C)nnn1-c1ccc(Cl)cc1Cl | i | i | i | i | -11.2 | i | i | i | i | i | i
COc1ccc(NS(=O)(=O)c2cc(NC(=O)C3CCCCC3)ccc2N2CCOCC2)cc1 | i | i | i | i | -1.9 | i | i | i | i | i | i
Cc1ccc(CCN2CC(C(=O)NCCN3CCCCCC3)CC2=O)cc1 (configuration not stated) | i | i | i | i | -8.1 | i | i | i | i | i | i
CC(C)c1csc(CN2CCN(Cc3ccc(F)c(F)c3)C(CCO)C2)n1 (configuration not stated) | i | i | i | i | -0.9 | i | i | i | i | i | i
COc1ccc(CCNC(=O)c2[nH]c(C)c(C(C)=O)c2C)cc1 | i | i | i | i | -3.4 | i | i | i | i | i | i
O=C1N=c2ccccc2=C1c1sc(=S)n(-c2ccc(O)cc2)c1O | i | i | i | i | -5.0 | i | i | i | i | i | i
COC(=O)c1ccc(CN2CCC(CO)(Cc3ccccc3Cl)CC2)cc1 | i | i | i | i | -4.9 | -7.76* | i | i | i | i | i
COc1ccc(C(=O)NC2CCN(CC(=O)Nc3cccc(OC)c3)CC2)cc1 | i | i | i | i | -9.4 | i | i | i | i | i | i
CCCn1c2ccccc2c2nnc(SC(CC)C(=O)Nc3sc4c(c3C#N)CCCC4)nc21 (configuration not stated) | i | i | i | i | -13.3 | i | i | i | i | i | i
CC(C)(CO)CNC(=O)c1ccc2nc(Cc3cccc(Cl)c3)oc2c1 | i | i | i | i | -10.9 | i | i | i | i | i | i
CNS(=O)(=O)c1cnccc1N1CCN(c2cccc(C)c2)CC1 | i | i | i | i | -12.6 | i | i | i | i | i | i
CCc1ccc(NC(=O)NC2CCCCCCC2)cc1 | i | i | i | i | -7.3 | i | i | i | i | -9.38* | i
CC1CCCCN1C(=O)c1ccc(C(=O)Nc2ccc(F)cc2)cc1 (configuration not stated) | i | i | i | . | . | . | . | . | i | i | .
CCOC(=O)CCCNC(=O)CCNC(=O)c1ccc(OC)cc1 | i | i | i | i | 0.8 | i | i | i | i | i | i
CCOc1cc(/C=C2/C(=N)N3OC(C)=CC3=NC2=O)ccc1OC(=O)c1ccco1 | i | i | i | i | -7.6 | i | i | i | i | i | i
O=C(NCc1ccccc1)NCc1cccs1 | i | i | i | i | -3.4 | i | i | i | i | i | i
COc1ccc(C2c3[nH]c4ccccc4c3C[C@H]3C(=O)N(c4ccccc4C(=O)N4CCC(C(=O)O)CC4)C(=O)N23)cc1 (some centres not stated) | i | i | i | i | -7.7 | i | i | i | i | i | i
Cc1ccc(C(=O)N(CC(C)C)c2c(N)n(Cc3ccccc3)c(=O)[nH]c2=O)o1 | i | i | i | i | -11.6 | i | i | i | i | i | i
COc1cccc(NC(=O)CCN2CCN(c3ccccc3F)CC2)c1 | i | i | i | i | -11.7 | i | i | i | i | i | i
COc1ccccc1C(C#N)N1N=C(C)CC1c1ccccc1 (configuration not stated) | 28* | i | i | i | -6.6 | i | i | i | i | i | i
CCOC(=O)c1c(NC(=O)C2CCN(S(=O)(=O)c3ccc(Cl)cc3)CC2)sc2c1CCCC2 | i | i | i | i | 2.1 | i | i | i | i | i | i
Nc1nnc(C(=O)c2ccccc2N)s1 | i | i | i | i | -9.4 | i | i | i | i | i | i
C/C(=N\NC(N)=O)c1ccc(Cl)s1 | i | i | i | i | -11.3 | i | i | i | i | i | i
O=C(C1CCCCC1)N1CCN(S(=O)(=O)c2ccc(Br)cc2)CC1 | i | i | i | i | -8.5 | i | i | i | i | i | i
CCn1cc(CN2CCC(C(=O)Nc3ccc(Oc4ccccc4)nc3)CC2)cn1 | i | i | i | i | -7.2 | i | i | i | i | i | i
O=c1c(F)cn(C2CCCO2)c(=O)n1Cc1ccccc1F (configuration not stated) | i | i | i | i | 3.0 | i | i | i | i | i | i
Cc1[nH][nH]c(=O)c1C(c1ccc(-c2ccc(F)cc2)o1)c1c(C)[nH][nH]c1=O | 40.4* | i | i | i | -14.8 | i | 9* | i | i | i | i
CCCSc1nnc(-c2cccc(S(=O)(=O)N(C)C)c2)n1-c1cc(OC)ccc1OC | i | i | i | i | -10.3 | i | i | i | i | i | i
COc1ccc(-c2nc(C#N)c(NCc3ccccc3Cl)o2)cc1OC | i | i | i | i | -6.8 | i | i | i | i | i | i
CCN1CC2CCCC3(C1)C(=O)NC1(CCCCC1)N=C23 (configuration not stated) | i | i | i | i | -7.5 | i | i | i | i | i | i
Fc1ccc(NC(=S)N2CCn3cccc3C2c2cccnc2)cc1 (configuration not stated) | i | i | i | i | -7.3 | i | i | i | i | i | i
COC(=O)c1sccc1NC(=S)Nc1ccc(F)cc1F | i | i | i | i | -17.1 | i | i | i | i | i | i
COC(CNC(=O)c1c[nH]c2ccc(S(=O)(=O)N(C)c3ccc(F)cc3)cc2c1=O)OC | i | i | i | i | -1.0 | i | i | i | i | i | i
Cc1nccn1Cc1cccc2ccccc12 | i | i | i | i | -4.5 | i | i | i | i | i | i
N/C(=N\OC(=O)c1ccc2c(c1)OCO2)c1ccc(Cl)cc1 | i | i | i | i | -12.6 | i | i | i | i | i | i
COc1ccc(CCNc2cc(C)nc3c(-c4ccccc4)cnn23)cc1OC | i | i | i | i | -1.2 | i | i | i | i | i | i
CN(C)S(=O)(=O)Oc1ccsc1C(=O)Nc1ccc(Cl)cc1 | i | i | i | i | -7.6 | i | i | i | i | -11.1* | -11.1*
CCC(C)(C)NC(=O)C(c1ccc(O)cc1)N(CCOC)C(=O)CCC(=O)Nc1nccs1 (configuration not stated) | i | i | i | i | -6.3 | i | i | i | i | i | i
CCCCSc1nc(SCC(=O)NCc2ccco2)c2c3c(sc2n1)COC(C)(CC)C3 (configuration not stated) | i | i | i | i | -21.3 | i | i | i | i | i | i
CN(C)C(=O)C1CC(=O)OC12CCCCC2 (configuration not stated) | i | i | i | i | -5.2 | i | i | i | i | i | i
COc1ccccc1C(=O)NC1CCCCCCC1 | i | i | i | i | -12.1 | i | i | i | i | i | i
CCN(CC)S(=O)(=O)c1ccc(N2CCCC2)c(NC(=O)c2c(-c3ccccc3)noc2C)c1 | i | i | i | i | -8.9 | i | i | i | i | i | i
Cc1ccc(Cn2nc(C)c(NC(=O)CCCn3nc(C)c([N+](=O)[O-])c3C)c2C)cc1 | i | i | i | i | -6.9 | i | i | i | i | i | i
Cc1nc(NC(=O)COC(=O)C2=NNC(=O)CC2)c(Cl)cc1Cl | i | i | i | i | -2.0 | i | i | i | i | i | i
CCOc1ccc(NS(=O)(=O)c2c(C(=O)N3CCCCCC3)c(C)n(C)c2C)cc1 | i | i | i | i | -6.2 | i | i | i | i | i | i

Carrying on:
Compound | MrgX1 ag | ANO1 activ | TMEM16A inh | RGS4 block | hERG protect | RGS4 act | KCNQ1 pot | KCNQ1 block | MrgX1 allo act | KCNK3 block | KCNK9 block
CC(C)(C)OC(=O)N1CC=C2C(C#N)=C(N)C(C#N)(C#N)[C@H](c3cccnc3)[C@H]2C1 | i | i | i | i | -12.4 | i | i | i | i | i | i
CC(C)(C)NC(=O)C(=O)N/N=C/c1ccc(Br)cc1 | i | i | i | i | -1.3 | i | i | i | i | i | i
Cc1ccc(CNC(=O)C2CCC(CNS(=O)(=O)c3cccc4cccnc34)CC2)cc1 (configuration not stated) | i | i | i | i | -6.2 | i | i | i | i | i | i
CNC(=S)Nc1cc(OC)c(NC(=O)c2ccco2)cc1OC | i | i | i | i | -2.9 | i | i | i | i | i | i
Cc1onc(NC(=O)CSCC(=O)O)c1Br | i | i | i | i | -4.3 | i | i | i | i | i | i
COc1ccccc1CNC(=O)CNC(=O)c1ccc(Br)o1 | i | i | i | i | -7.1 | i | i | i | i | i | i
COCCNC(=O)C(c1ccco1)N(C(=O)Cn1nnc2ccccc21)c1cc(C)ccc1C (configuration not stated) | i | i | i | i | -5.8 | i | i | i | i | i | i
CC(Sc1nc(-c2ccccc2)cc(C(F)(F)F)n1)C(=O)N1CCOCC1 (configuration not stated) | i | i | i | i | -1.8 | i | i | i | i | i | i
Cc1ccc(N(C)S(=O)(=O)c2ccc3c(c2)NC(=O)C(C)S3)cc1 (configuration not stated) | i | i | i | i | -7.9 | i | i | i | i | i | i
CCOc1ccc(C2C(C#N)=C(N)SC(N)=C2C#N)c(OCC)c1 | i | i | i | i | -15.8 | i | i | i | i | i | i
C=CCN1CCN(Cc2cnc(Cl)s2)CC1 | i | i | i | i | -6.9 | i | i | i | i | i | i
CCOc1ccccc1OCC(=O)Nc1nc2ccccc2[nH]1 | i | i | i | i | -5.9 | i | i | i | i | i | i
O=C(CCNC(=O)C1CCN(S(=O)(=O)c2ccccc2)CC1)NCc1cccc(Cl)c1 | i | i | i | i | -11.6 | i | i | i | i | i | i
Cc1ccc(S(=O)(=O)N2CCN(C(=O)CSc3nc4ccccc4c(=O)[nH]3)CC2)c(C)c1 | i | i | i | i | -8.3 | i | i | i | i | i | i
Cn1c2ccccc2c2nnc(NN)nc21 | i | i | i | i | -10.1 | i | i | i | i | i | i
CCN1CCN(c2nc3ccccc3nc2NS(=O)(=O)c2ccc(NC(C)=O)cc2)CC1 | i | i | i | i | -4.2 | i | i | i | i | i | i
CCCc1nnc(SCC(=O)Nc2ccccc2F)o1 | i | i | i | i | -7.5 | i | i | i | i | i | i
CCn1c(=O)c2cc(C(=O)NCCC(C)C)sc2c2ccccc21 | i | i | i | i | -6.9 | i | i | i | i | i | i
